High-throughput results (PubChem BioAssay)
Rad51 HR inh: blocks human Rad51 in homologous recombination | actives 0.085% (n = 200,000) | Q06609 | inhibition, % at 10 µM | hRad51 DNA strand exchange, fluorescence dequenching | AID 1385;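 active = inhibition above 40% at the single screening dose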;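 also: 0% = DMSO control wells and 100% = blanks with heterologous ssDNA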
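Material: Human Rad51 nucleoprotein filaments preassembled on unlabelled ssDNA | Also added: Labelled 47-mer dsDNA for strand exchange | Dosing: Single dose, 10 µM final compound | Schedule: 30-min compound preincubation and 15-min exchange, both room temperature | Technique: Fluorescence dequenching at 485/520 nm | Measure: Percent inhibition relative to plate controls and blanks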
MDM2 E3 inh: blocks human Mdm2 ubiquitin ligase activity; AID 1230; actives 0.11% (n = 210,000); cell-based MDM2 ubiquitination luciferase reporter, 2 h; 0 = plate control, 100 = twice control, blank-subtracted; signal enhancement, % at 5 µM;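 active = signal enhancement of 30% or more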;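 also: luminescence tracks abundance of the self-degrading MDM2-luciferase fusion protein; higher signal means inhibition of MDM2 E3 ligase activity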
Target sequence (Q00987 whole entry, looked up, the tested form may be a part): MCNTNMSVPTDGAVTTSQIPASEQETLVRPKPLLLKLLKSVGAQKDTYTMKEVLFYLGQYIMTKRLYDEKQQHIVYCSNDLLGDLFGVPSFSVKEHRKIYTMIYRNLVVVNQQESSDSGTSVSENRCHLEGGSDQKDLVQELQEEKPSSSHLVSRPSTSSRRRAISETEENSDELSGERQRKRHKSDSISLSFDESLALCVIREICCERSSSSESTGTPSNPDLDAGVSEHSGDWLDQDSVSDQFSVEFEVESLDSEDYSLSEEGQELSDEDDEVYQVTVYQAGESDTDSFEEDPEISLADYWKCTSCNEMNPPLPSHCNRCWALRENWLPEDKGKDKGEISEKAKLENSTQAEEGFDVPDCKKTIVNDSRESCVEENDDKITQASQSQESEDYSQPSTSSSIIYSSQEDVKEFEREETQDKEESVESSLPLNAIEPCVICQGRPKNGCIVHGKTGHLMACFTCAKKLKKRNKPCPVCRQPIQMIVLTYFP
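Buffer or medium: Cells held in DMEM | Assay system: Stable mammalian line carrying autodegrading MDM2–luciferase fusion reporter | Quantity: 2000 cells/well | Times: 4 h settle plus 2 h compound, 37 °C | Doses: One concentration, 5 µM, with 0.2% DMSO | Technique: Luminescence with SteadyLite reagent, 15 min at room temperature | Benchmarks: Plate controls and plate blanks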
FXIIa inh 1536: factor XIIa (human) inhibition | AID 800 | purified FXIIa, Boc-QGR-AMC fluorogenic substrate, 2 h | actives 0.3% (n = 220,000) | P00748 | inhibition, % at 5 µM; in the data active = inhibition above about 40%;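 also: 0% = enzyme with no compound and 100% = blank without enzyme; many of its hits are not listed in these tables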
hK5 inh: kallikrein 5 (human) inhibition. AID 873. recombinant hK5, fluorogenic AMC substrate cleavage. actives 0.59% (n = 210,000). inhibition, % at 5 µM;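 active = inhibition of 40% or more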;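 also: 0% = enzyme controls without compound and 100% = no-enzyme blanks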
FXIa inh 1536: factor XIa (human) inhibition | purified FXIa, Boc-Glu-Ala-Arg-AMC fluorogenic substrate | inhibition, % at 5 µM | actives 0.14% (n = 220,000);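 active = inhibition of at least 40%; inactive = inhibition below 40%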;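 also: fluorescence of freed AMC excited at 355 nm; 0% = enzyme without compound and 100% = no enzyme blank; many of its hits are not listed in these tables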
14-3-3 Bad inh: disrupts binding of bovine 14-3-3 zeta to phospho-Bad peptide. AID 781. TR-FRET 14-3-3zeta/Dy647-pBad peptide displacement, 1 h. P63103. inhibition, % at 21.7 µM. actives 0.71% (n = 220,000);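 active = inhibition above about 70%, limit read from the data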;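 also: 0% = full 14-3-3 plus peptide FRET controls and 100% = background without 14-3-3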
Target sequence (P63103 whole entry, looked up): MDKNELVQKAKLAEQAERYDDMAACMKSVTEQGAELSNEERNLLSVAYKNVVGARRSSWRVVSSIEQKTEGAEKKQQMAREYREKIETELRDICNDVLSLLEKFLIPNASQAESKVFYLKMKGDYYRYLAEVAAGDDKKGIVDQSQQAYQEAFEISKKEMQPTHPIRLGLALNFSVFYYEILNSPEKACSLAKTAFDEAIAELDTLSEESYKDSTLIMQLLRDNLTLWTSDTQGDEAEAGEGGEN
Wee1 stabilizer: blocks degradation of human Wee1 kinase. HeLa Luc-Wee1K328M stability, luciferase luminescence; 100% = proteasome inhibitor MG132 effect. reporter increase, % at 5 µM. actives 1.2% (n = 220,000). AID 1321;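 active = activation above the mean of all tested compounds plus 3 SD, set per screening run, cut at about 8.8% in these data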;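 also: cells exposed to compound for 20 h before luminescence read; 0% = DMSO alone and 100% = MG132 at 30 µM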
eIF4E-4G inh: inhibitors of eIF4E and eIF4G interaction in translation initiation. P63073+Q04637. TR-FRET eIF4E-eIF4GI(517-606) binding, 2 h. inhibition, % at 21.7 µM. actives 0.37% (n = 220,000);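 active = inhibition above about 30%, limit read from the data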;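 also: 0% = full FRET control wells and 100% = background wells lacking eIF4GI fragment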
p97 inhibitor: inhibitors of human p97 ATPase; recombinant p97 ATPase, Kinase-Glo ATP luminescence, 3 h; inhibition, % at 8 µM; actives 0.42% (n = 220,000); AID 1481; in the data active = inhibition above about 15%;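 also: 0% = DMSO vehicle and 100% = wells lacking enzyme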
Starred values were filed as active, the others as inactive; · = no result given; [ ] = remark or other dose.

Compound	FXIIa inh 1536	Wee1 stabilizer	eIF4E-4G inh	hK5 inh	p97 inhibitor	MDM2 E3 inh	Rad51 HR inh	14-3-3 Bad inh	FXIa inh 1536
CCCN1CCN(C(=S)Nc2ccc(SC(F)F)cc2)CC1	-6	-1	-1	-7	2	-7	-4	-13	0
CCOC(=O)c1c(NC(=O)Cn2cnc3scc(-c4ccc(C)cc4)c3c2=O)sc(C)c1C	12	2	-1[fluorescence artefact?]	-9	3	-11	-3	-14	5
Cn1c(=O)c2c(nc(NCCO)n2CCc2ccccc2)n(C)c1=O	13	·	0	1	·	-3	-1	-11	8
CCCN1CCN(CCCNC(=O)Cn2nc(-c3ccc(C)cc3)ccc2=O)CC1	5	-2	8[fluorescence artefact?]	-1	8	-8	2	4	-8
O=C(O)/C=C/c1cnc2ccccc2c1	3	-3	1	-9	8	-20	3	-15	1
COc1ccc(-n2c(Cc3cccn3C)nnc2SCC(=O)Nc2ccc3c(c2)OCCO3)cc1	16	0	-6	8	-1	-16	-4	6	1
CCc1nnc(NC(=O)COc2ccc([N+](=O)[O-])cc2)s1	12	-1	-2	3	-5	-17	-8	3	4
O=C(COc1ncnc2ccc(Br)cc12)NCc1ccc2c(c1)OCO2	12	-1	-1[fluorescence artefact?]	2	8	-8	0	6[fluorescence artefact?]	6
CN1C(=O)/C(=N\OC(=O)c2cccc3ccccc23)c2ccccc21	28	5	5	1	9	-11	3	8[fluorescence artefact?]	8
Fc1ccc(-n2cc(CNCCc3ccccn3)c(-c3ccccc3Cl)n2)cc1	6	-4	1	·	6	-8	17	6	0
O=C(NC1CC1)c1cc(-c2ccco2)nc2ccccc12	0	-2	57*	-6	9	-5	16	83*	-1
CS(=O)(=O)Nc1ccc(C(=O)NCc2ccc3c(c2)OCO3)cc1	-10	5	-1[fluorescence artefact?]	-17	1	-9	-2	7	-1
Cc1ccc(-c2csc3nc(-c4ccncc4)[nH]c(=O)c23)cc1	5	-1	0	2	0	·	-2	3	0
COc1ccc(Nc2nc(C)cc(C)c2C(N)=O)cc1	3	-2	-14	0	-1	0	-5	-9	-4
CC1CCc2c(sc(NC(=O)COC(=O)c3ccc(O)cc3)c2C#N)C1 (stereo not drawn)	8	-2	-4	13	4	-11	-6	20	20
COCCNC(=O)CNC(=S)N(CCCN1CCOCC1)Cc1cccs1	8	-4	-2	1	5	14	3	-6	-1
CCn1c(CCCOc2ccc(Cl)cc2Cl)n[nH]c1=S	12	-1	-5	2	-1	2	3	-9	-1
COC(=O)c1ccc(COC(=O)Cc2n[nH]c(=O)c3ccccc23)cc1	7	3	0	1	1	8	-6	-8	2
Cc1noc(C)c1C(c1ccccc1)c1ccccc1	-4	-1	-2	-8	-6	-18	-2	5	-2
COc1ccc(N(C(=O)c2ccc(S(=O)(=O)N3CCOCC3)cc2)C2C=CS(=O)(=O)C2)cc1 (stereo not drawn)	12	1	14	-11	2	-1	0	6	5
Cc1nc2ncnn2c(N2CCN(C(=O)c3cccc(F)c3)CC2)c1C	12	0	2	0	-6	·	0	1	2
CCC(=O)c1ccc2c(c1)OCCO2	11	-1	2	2	-4	-4	-3	3	1
CSc1nc(-c2ccccc2)nc(SC)c1C(C)=O	20	-1	0	4	0	3	-5	0	5
COc1cc(OC)cc(C(=O)NC(=S)N2CCN(c3ccc(C(F)(F)F)cc3[N+](=O)[O-])CC2)c1	8	12*	7	-1	1	-8	·	10	6
Cc1ccc(C(=O)N2CCN(C(=O)CN3CCOCC3)C2)cc1	11	-4	-7[fluorescence artefact?]	1	2	-6	6	-7[fluorescence artefact?]	2
CCOC(=O)c1snc(C(=O)NC2CCCCC2)c1N	10	-3	-2	-12	3	-35	-5	-7	-2
O=C(Cc1ccccc1)Nn1c(-c2ccccc2)nc2ccccc2c1=O	10	0	-4	-15	2	-4	3	-20[fluorescence artefact?]	9
Cc1ccsc1/C=N/NC(=O)C1CC(=O)N(c2ccccc2)C1 (stereo not drawn)	6	-2	6	-6	1	-2	-5	5	9
COc1ccc(/C=C/C=C2\NC(=S)NC2=O)cc1	11	-2	1	5	2	-9	·	1	5
O=C1Nc2ccccc2C(=O)N2CCCCC12 (stereo not drawn)	5	1	-2	0	5	1	3	11	0

Some entries already given, limited to hK5 inh:
canonical_smiles,hK5 inh
CCC(=O)c1ccc2c(c1)OCCO2,2
CSc1nc(-c2ccccc2)nc(SC)c1C(C)=O,4
COc1cc(OC)cc(C(=O)NC(=S)N2CCN(c3ccc(C(F)(F)F)cc3[N+](=O)[O-])CC2)c1,-1

(list continues)
Compound	FXIIa inh 1536	Wee1 stabilizer	eIF4E-4G inh	hK5 inh	p97 inhibitor	MDM2 E3 inh	Rad51 HR inh	14-3-3 Bad inh	FXIa inh 1536
CSc1ccccc1NC(=O)CN(C)C(=O)c1cccc(S(=O)(=O)N(C)C)c1	8	-2	3	4	5	6	-6	-15	1
Cc1c(Cl)ccc2c1NC(=O)[C@]21N[C@@H](CCC(N)=O)[C@H]2C(=O)N(c3ccc(F)cc3)C(=O)[C@H]21	22	2	-15	-5	-4	-22	-4	0	3
COc1ccc(-c2ccc(NCCC3=CCCCC3)nn2)cc1OC	-7	-1	0[fluorescence artefact?]	5	-3	-14	-11	-3[fluorescence artefact?]	-8
CCOC(=O)/C(C#N)=C\c1cn(C)c2ccccc12	15	5	0	9	1	1	3	-11	4
Cc1cc(SCc2ccccc2)nc(=O)[nH]1	12	-4	3[fluorescence artefact?]	-4	5	7	7	8[fluorescence artefact?]	-3
Cc1ccc(NS(=O)(=O)c2ccc3[nH]c(=O)sc3c2)cc1	9	1	-2	4	-1	-8	-10	9	2
Cc1cccc(CC2SC(N)=NC2=O)c1 (stereo not drawn)	8	-1	-6	-11	6	14	27	-27	0
C=CCn1c(SCC(=O)Nc2nnc(CC)s2)nnc1-c1ccncc1	5	-1	-1	16	7	-54	·	-7	0
Cc1nn(C)cc1CN(C)C(=O)c1cc(COc2ccc(F)cc2F)on1	1	0	1	-7	3	0	2	-6	-7
COC1=CC(=O)CC(C)C12Oc1cc(OC)cc(OC)c1C2=O (stereo not drawn)	5	·	-17	-4	·	-23	0	2	-5
CCc1ccc(NC(=O)CSC2=C(C#N)C(c3ccco3)C3=C(CCCC3=O)N2)cc1 (stereo not drawn)	16	0	-4	-2	5	10	7	2	6
NS(=O)(=O)c1ccc(N/C=C/C(=O)c2ccc(Br)cc2)cc1	20	0	-2	-1	4	-9	7	8	19
Cn1cc(C(=O)CCl)c2ccccc21	8	-2	-1	1	40*	-1	3	-7	-1
N#CC1=C2SCC(O)(c3ccccc3)N2C(=O)CC1c1ccccc1F (stereo not drawn)	10	4	-5	-6	-1	-9	-7	7	2
COc1ccc(/C=N/N=C2/CC(C)(C)Cc3n[nH]c(=O)cc32)cc1	9	2	0	-3	1	21	-68	-6	-6
CCCN(CCC)c1cc(Cl)nc(N)n1	1	4	1	-9	0	-5	5	-4	-3
CC(=O)Nc1cccc(/C(C)=N/NS(=O)(=O)c2ccc(C)cc2)c1	10	3	1	4	-2	-13	7	-8	0
CNc1nc(Sc2ccccc2)cc(C(F)(F)F)n1	-1	2	-7[fluorescence artefact?]	6	-3	2	-4	9[fluorescence artefact?]	-12
CCN(Cc1ccncc1)C(=S)Nc1c(C)cccc1C	-1	2	6	-8	-2	7	6	-19	-1
CCOc1ccc2nc(SCC(=O)NC(=O)C(C)C)sc2c1	3	2	1	-11	2	-2	-23	1	-3
CC(=O)c1sc(NC(=O)c2cc(-c3ccccc3)nn2-c2ccccc2)nc1C	7	0	18	-9	1	1	6	9	6
CN1C=CC=C/C1=C1/N=C(c2ccccc2)OC1=O	7	1	6	3	3	-1	4	-5	0
COc1ccc(S(=O)(=O)Nc2nnc(CC(C)(C)C)s2)cc1	1	6	4	-5	1	-15	·	4	-4
O=C1CN(C(=O)COc2ccc(F)cc2Cl)c2ccccc2N1	12	4	-6	54*	0	-14	-17	3	-4
Cn1c(Cc2cccs2)nnc1SCC(=O)N1CCCc2ccccc21	13	-1	-5	-4	-3	-22	-2	5	6
Cn1nc(-c2ccccn2)nc2c(=O)n(C)c(=O)nc1-2	10	-5	1	3	34*	·	-28	-2	0
CCC(C)(C)n1nnnc1C(c1cc2ccc(OC)cc2[nH]c1=O)N1CCc2ccccc21 (stereo not drawn)	12	-1	-7	-6	5	-12	-1	23	-1
Cc1nn(Cc2ccccc2)c(C)c1NC(=O)CCCn1nc([N+](=O)[O-])c(Cl)c1C	12	-1	0	-7	7	6	-25	-7	5
CCOP(=O)(c1ccc(N(C)C)cc1)C(O)c1ccncc1 (stereo not drawn)	7	4	3	0	5	-5	-13	-2	0
CCN(CC)C(=N)/C(C#N)=N/Nc1ccccc1	9	2	-2	5	5	-45	10	-1	5
Cc1ccc(NC(=O)Nc2cccc(Cl)c2)c(C(=O)O)c1	6	-4	0	-2	3	13	-5	-3	-3
CC1(C)NC(=O)N(CC(O)CN2CCCC2)C1=O (stereo not drawn)	13	0	2	13	2	-17	-1	0	1
